AmpC inh det: inhibitors of E. coli AmpC beta-lactamase with detergent. purified AmpC, nitrocefin hydrolysis with detergent. hit rate 0.09% among 71,000. AID 584. Potency, µM (doses to about 28.7 µM), without a hit: top-dose activity change, negative = inhibition; active = well fitted curve in the direction sought with a large enough effect; inconclusive = small, poorly fitted or top-dose-only effect
Target sequence (P00811 whole entry, looked up): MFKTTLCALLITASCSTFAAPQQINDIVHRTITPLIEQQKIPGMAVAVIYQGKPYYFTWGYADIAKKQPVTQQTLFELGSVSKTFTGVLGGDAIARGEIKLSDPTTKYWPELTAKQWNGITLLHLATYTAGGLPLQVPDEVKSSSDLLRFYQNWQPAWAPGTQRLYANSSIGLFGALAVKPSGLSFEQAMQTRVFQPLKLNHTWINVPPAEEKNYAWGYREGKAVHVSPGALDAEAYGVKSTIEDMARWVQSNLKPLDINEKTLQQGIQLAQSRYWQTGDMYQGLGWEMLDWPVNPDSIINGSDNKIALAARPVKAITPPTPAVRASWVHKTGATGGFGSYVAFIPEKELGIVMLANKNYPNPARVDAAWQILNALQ
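E. coli AmpC (5.3 nM) in 20 mM phosphate pH 7.0 with 0.01% Triton X-100, preincubated 15 min RT with compound; nitrocefin (2 uL of 800 uM stock) hydrolysis followed by 480 nm absorbance every 20 s over 4 min.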
The depositor's hits bear a star; ? = inconclusive; [ ] = another dose, or the depositor's remark. % is scaled to controls: 0 for no effect and ±100 for the full control effect; potency is read from the fitted curve at half-maximal effect. Only part of the results is shown; rates above refer to the full screens.

no.	SMILES	AmpC inh det
1	Cn1c(C(=O)N2CCN(c3ccc(F)cc3)CC2)cc2c(=O)n(C)c3ccccc3c21	10%
2	CC(=O)N1CCN(c2ccccc2NC(=O)c2cc(Br)ccc2Cl)CC1	-4%
3	CSC1=C(C#N)C(c2cccs2)CC(=O)N1C (stereo not drawn)	0%
4	Cc1nc(N2CCOCC2)c2nc(-c3ccccc3)n(CCN3CCCCC3)c2n1	5%
5	COCCCn1c(CCC(=O)O)ccc1-c1ccc(F)cc1	-1%
6	CCOC(=O)c1ncn2c1C(=O)OC2(C)C	1%
7	Cc1cc(C(=O)CN2C(=O)c3ccccc3C2=O)c(C)n1C1CC1	-2%
8	CC(=O)NCCNc1nc(-c2ccccc2C)nc2ccccc12	9%
9	Nc1ccc(CCN2CCN(c3cccc(C(F)(F)F)c3)CC2)cc1	-1%
10	CCCCCN=C(C)c1c(O)c2ccccc2oc1=O	12%
11	COCCCNC(c1ccccc1)c1ccncc1 (stereo not drawn)	-5%
12	CCCCOc1ccc(Cl)cc1CSc1nncn1N	-2%
13	O=C(CSc1nnc(CNc2ccc(Cl)cc2)n1Cc1ccccc1)NCc1ccco1	-3%
14	CCOc1ccc(OCC)c(NS(=O)(=O)c2cccc3nsnc23)c1	-7%
15	O=C(CC1Nc2ccccc2NC1=O)Nc1ccccc1 (stereo not drawn)	-6%
16	CCn1c2ccccc2c2cc(C3C(C#N)=C(N)OC4=C3C(=O)CC(C)(C)C4)ccc21 (stereo not drawn)	1%
17	CC(C)CC(=O)Nc1ccc2oc(-c3cccnc3)nc2c1	-2%
18	COc1ccc(CNCCNC(=O)c2ccco2)c(OC)c1OC	1%
19	Cc1c(NC(=O)c2ccccc2NS(=O)(=O)c2ccc(F)cc2)c(=O)n(-c2ccccc2)n1C	1%
20	Cc1ccc(C)c(CSc2nnc([C@@H](N)C(C)C)o2)c1	17%
21	CCC(=O)c1ccc(OCCn2cncn2)cc1	-3%
22	c1ccc(NC(=NCc2ccco2)c2ccccc2)cc1	-5%
23	c1ccc(Cc2nn3c(C4COc5ccccc5O4)nnc3s2)cc1 (stereo not drawn)	-4%
24	N[C@@H](C(=O)O)[C@@H]1C[C@H]1C(=O)O	-2%
25	CCCn1c(-c2ccc(F)cc2)nc2c(NCC3CCN(C)CC3)nc(C)nc21	16%
26	Cc1cc(NC(=O)COc2ccccc2)n(-c2ccccc2)n1	13%
27	CCOc1ccccc1CNC(=O)c1cc2occc2n1C	?
28	COc1ccc(NC(=O)C(C)N(c2ccc(C)cc2)S(C)(=O)=O)c(OC)c1 (stereo not drawn)	-6%
29	CCN(Cc1ccccc1)S(=O)(=O)c1ccc2oc(C(=O)O)c(C)c2c1	-2%
30	CCCC(=O)NCc1ccc2c(c1)cc(C)n2C	2%
31	CN(C)S(=O)(=O)c1cccc(C(=O)Nc2ccc(Cl)cn2)c1	-5%
32	Cc1nc2ccccc2c(=O)n1NCc1cc(Br)cs1	-14%
33	COc1ccc(C)cc1-n1nnnc1SCC(=O)Nc1cc(C)on1	1%
34	O=c1[nH][nH]c(=S)c(=O)[nH]1	-3%[5.75 µM]
35	CCOC(=O)C(C#N)c1ccccn1 (stereo not drawn)	-2%
36	COc1cc(C)c(N(C(C)=O)c2ccccc2)c(C)c1	6%
37	C/C(CC(O)(/C=N/O)c1ccccc1)=N\O (stereo not drawn)	9%
38	COc1ccc(-c2nnc3sc(CCN4C(=O)c5ccccc5C4=O)nn23)cc1	-3%
39	c1cn(-c2cc(-c3ccc4c(c3)OCO4)ncn2)cn1	2%
40	COCC(=O)O	7%
41	CCCCC(=O)NCCc1ccc(S(N)(=O)=O)cc1	0%
42	CCCCOC(=O)c1ccc(NC(=O)CSCc2n[nH]c(=O)[nH]2)cc1	6%
43	Cc1nn(CC(=O)NCCc2ccccc2)c(=O)c2ccccc12	8%
44	O=C(Nc1nnc(C2CC2)o1)c1ccc(S(=O)(=O)N2CCCc3ccccc32)cc1	3%
45	Nc1nc(-c2ccc(Cl)cc2)cc(C(F)(F)F)n1	7%
46	Nc1nc(NCc2cccs2)nn1-c1ccccc1	9%
47	COc1ccc(C(=O)c2coc3ccc(O)c(CN4CCCC4)c23)cc1	9%
48	O=C(NCc1cccnc1)c1ccc(COc2ccc3c(c2)CCC3)o1	-2%
49	Cc1cc(C)c(C)c(S(=O)(=O)NCc2ccco2)c1C	-3%
50	CCOC(=O)c1c(C)[nH]c(C(=O)CSc2nc3ccccc3o2)c1C	-3%

The last four entries of the section before open the next one:
no.	SMILES	AmpC inh det
47	COc1ccc(C(=O)c2coc3ccc(O)c(CN4CCCC4)c23)cc1	9%
48	O=C(NCc1cccnc1)c1ccc(COc2ccc3c(c2)CCC3)o1	-2%
49	Cc1cc(C)c(C)c(S(=O)(=O)NCc2ccco2)c1C	-3%
50	CCOC(=O)c1c(C)[nH]c(C(=O)CSc2nc3ccccc3o2)c1C	-3%
51	O=C(Nc1cccc(F)c1)C1CC(=O)N(c2ccc(Cl)cc2)C1 (stereo not drawn)	-2%
52	CN1CCN(c2nc3c(c(=O)n(C)c(=O)n3C)n2CCSc2nc3ccccc3s2)CC1	10%
53	COc1cc(-c2nnc3sc(-c4cccs4)nn23)cc(OC)c1OC	-1%
54	COc1ccc(C(=O)CSc2nnc(CNC(=O)c3ccc(OC)cc3)n2C)cc1	-3%
55	O=C(Nc1ccc2c(c1)oc1ccccc12)c1ccc2c(c1)OCO2	-3%
56	CC(=O)c1c(C)[nH]c(C(=O)N2CCc3ccccc3C2)c1C	12%
57	O=C1CC(C(=O)N2CCC3(CC2)OCCO3)CN1CCc1ccccc1 (stereo not drawn)	-5%
58	CCCC[C@H](CC)CN1CN(C[C@@H](CC)CCCC)CC(C)(N)C1	-3%[12.8 µM]
59	CCN(CC)S(=O)(=O)c1ccc2c(c1)c(=O)c(C(=O)N1CCc3ccccc3C1)cn2C	-1%
60	CC(C)Cc1cc(C(=O)Nc2cc(Br)ccc2O)no1	14%
61	O=C(O)c1cccc(OCCO)c1	-2%[5.75 µM]
62	CC(C)CCOc1cccc(OCC(=O)NC2CCS(=O)(=O)C2)c1 (stereo not drawn)	10%
63	CCCn1c2c(c(O)c(C(=O)Nc3ccccn3)c1=O)CCCC2	1%
64	CCn1c(SCC(=O)O)nnc1-c1ccccc1	-3%
65	O=C(O)c1ccccc1C(=O)NCc1ccccc1	1%
66	CC(=O)N(Cc1cc(=O)[nH]c2ccccc12)c1ccc(C)cc1	-2%
67	COc1ccc(N2CCN(S(=O)(=O)c3ccc(OC)cc3)CC2)cc1	-2%
68	CC(C)NC(=O)CSc1nnc(-c2ccc(C(C)(C)C)cc2)n1C	-2%
69	O=C(O)c1[nH]c2ccc(Cl)cc2c1CC(=O)N1CCN(c2ccccc2)CC1	0%
70	CCCc1[nH]nc2c1C(Cc1ccccc1)C(C#N)=C(N)O2 (stereo not drawn)	-4%
71	CC(=O)c1c(C)[nH]c(C(=O)OCC(=O)NCCc2ccc(F)cc2)c1C	-2%
72	C=CCOc1nc(N2CCCC2)nc(N2CCCC2)n1	-5%
73	O=C1COC(c2ccccc2O)=NN1CCCN1CCCC1	-6%[5.75 µM]
74	COc1cccc(C(=O)CSc2nnc(-c3cccs3)o2)c1	-4%
75	COc1ccc(CCNC(=O)NC2CCCCC2)cc1OC	-4%
76	CC1(C)CC(=O)C2=C(C1)OC(N)=C(C#N)C2CCc1ccccc1 (stereo not drawn)	8%
77	Cc1ccccc1OCC(=O)N(Cc1cccs1)C1CCS(=O)(=O)C1 (stereo not drawn)	-4%
78	CCOc1cc(C(=O)Nc2ccc(N3CCN(S(C)(=O)=O)CC3)cc2)cc(OCC)c1OCC	-5%
79	CC(C)CN1C(=O)c2ccc(C(=O)Nc3ccncc3)cc2C1=O	-4%
80	CC(C)C(C(=O)NC1CCCCC1)N(CC1CCCO1)C(=O)CNS(=O)(=O)c1ccc(F)cc1 (stereo not drawn)	3%
81	c1coc(-c2nc(-c3ccco3)c(-c3ccco3)nc2-c2ccco2)c1	-9%
82	CC(C)C(=O)N(Cc1cc(=O)[nH]c2ccccc12)c1ccccc1	-2%
83	COc1ccccc1C1N(c2ccc(F)cc2)C(=O)C2CCCN21 (stereo not drawn)	-2%
84	CC1=C(C(N)=O)C(c2cccc(O)c2)n2nc(CCCO)nc2N1 (stereo not drawn)	12%
85	CCn1c(SCC(=O)c2ccccc2)nnc1-c1ccoc1C	14%
86	COCCN1CN=C(Nc2nc3ccccc3s2)NC1	0%
87	CCCN1Cc2cccc(C(=O)NCc3cccs3)c2C1=O	-3%
88	Nc1ncnc2c1ncn2[C@@H]1O[C@@H](COP(=O)(O)CP(=O)(O)OP(=O)(O)O)[C@H](O)[C@@H]1O	0%
89	CC(=O)N=c1sc2cc(C)ccc2n1C	11%
90	COc1cccc2c1[C@H](CO)N1[C@H](C#N)[C@@H]3C[C@H](C(=O)O)[C@@H]([C@@H]1C2)N3C	-5%[5.75 µM]
91	COc1cc([C@H](O)CO)ccc1O	-1%
92	CCn1cc(C2=NC(c3ccccc3)CO2)c2ccccc21 (stereo not drawn)	7%
93	Cc1ccc(CCNC(=O)C2CCN(S(=O)(=O)N3CCCC3)CC2)cc1	-3%
94	CCCCCCCCC1CO1 (stereo not drawn)	14%
95	Cc1cc(Nc2cccc(C)c2C)n2ncnc2n1	4%
96	CCOc1ccc(NC(=O)CN2CCN(CC(=O)Nc3ccc(C(=O)OC)cc3)CC2)cc1	10%
97	O=C(c1cc2ccccn2n1)N1CCN(c2cccc(C(F)(F)F)c2)CC1	-2%
98	COC(=O)c1ccccc1S(=O)(=O)N(Cc1ccco1)Cc1cc2cc(OC)ccc2[nH]c1=O	11%
99	Cc1cc(C(=O)Nc2cccnc2)cs1	-11%
100	CC1CCCC(NC(=O)c2ccc3c(=O)n(CC4CCCO4)c(=O)[nH]c3c2)C1C (stereo not drawn)	4%

Other entries.
no.	SMILES	AmpC inh det
101	CC1CCN(C(=O)c2ccc(NS(C)(=O)=O)cc2)CC1	-1%
102	CCOC(=O)c1nnn(-c2nonc2N)c1CN1CCc2ccccc2C1	9%
103	C=CCOC(=O)C1=C(C)NC(=O)NC1/C=C/c1ccccc1 (stereo not drawn)	2%
104	CCN(CC)C(=O)c1sc(N)c(C#N)c1C	2%
105	CC(=O)c1ccc(NC(=O)CCNS(=O)(=O)c2cccc3nonc23)cc1	-6%
106	c1ccc2cc(C3=NCCN3)ncc2c1	1%
107	CCCCCCn1c(O)c(C=NC2CCCCC2N)c(=O)[nH]c1=O (stereo not drawn)	-5%
108	CCOc1ccc(-c2nc(C#N)c(N3CCOCC3)o2)cc1	8%
109	O=S(=O)(NC1CCCC1)c1ccccc1Cl	-2%
110	Cc1ccc(Nc2nc(C(=O)NCc3ccco3)cs2)cc1	-4%
111	C=C1CSc2nc(=O)c3c4c(sc3n21)CCC4	11%
112	CCCCC1CCC(c2nc(-c3cccnc3)no2)CC1 (stereo not drawn)	-2%
113	COc1ccc(Cl)cc1S(=O)(=O)N1CCN(Cc2ccc3c(c2)OCO3)CC1	-3%
114	CC(C)CC(NC(=O)OC(C)(C)C)C(=O)NC(C(=O)NC(C)C(N)=O)C(C)C (stereo not drawn)	12%
115	Cn1c(SCc2nnc3n2CCCCC3)nc2ccccc21	2%
116	Nc1c(C(=O)NCc2ccccc2)nnn1Cc1cccc(Cl)c1	12%
117	CCOC(=O)C(Oc1ccc(=O)n(-c2ccccc2)n1)C(C)=O (stereo not drawn)	13%
118	O=c1c2ccccc2oc2nc3n(c(=O)c12)CCCS3	-3%
119	COC(=O)C1=C(C)NC(=O)CC1c1cccc(OC)c1OC (stereo not drawn)	-5%
120	COc1cc(NS(=O)(=O)c2ccc(NC(=O)COc3ccc(C)cc3)cc2)nc(OC)n1	5%
121	O=C(NC1CC2CCCC(C1)N2Cc1ccco1)NC12CC3CC(CC(C3)C1)C2 (stereo not drawn)	-2%
122	Cc1ccc(C)c([C@@H]2NC(=O)c3ccccc3N2)c1	1%[5.75 µM]
123	COc1cc(NC(=O)c2ccc3c(c2)OCO3)ccc1NC(=O)C(C)C	0%
124	COc1ccc(CNC(=O)Cn2nc(C(F)(F)F)c3c2CCC3)cc1	-2%
125	CCSc1ncnc2c(C#N)c3n(c12)CCCCC3	-2%

The final 2 records of the part before lead into the next.
no.	SMILES	AmpC inh det
124	COc1ccc(CNC(=O)Cn2nc(C(F)(F)F)c3c2CCC3)cc1	-2%
125	CCSc1ncnc2c(C#N)c3n(c12)CCCCC3	-2%
126	CN(CC(=O)NCc1cccs1)S(=O)(=O)c1cccc2nsnc12	-3%
127	Cc1ccc2nc(NC(=O)C3CCCN(S(=O)(=O)c4cnc[nH]4)C3)sc2c1 (stereo not drawn)	3%
128	CCCn1c(SCC(=O)Nc2ccccc2N2CCCCC2)nc2c1c(=O)n(C)c(=O)n2C	0%
129	O=C(O)CNC(=O)c1ccc(OC(F)F)cc1	-2%
130	c1ccc(-c2csc(N3CCCCCC3)n2)cc1	9%
131	C[C@H](Oc1ccc(Oc2cnc3ccc(Cl)cc3n2)cc1)C(=O)O	-3%[5.75 µM]
132	Cn1c(-c2ccccc2)cnc1SCC(=O)NCc1ccco1	-3%
133	Cc1nc2ccccc2n1C1CCN(Cc2nnnn2CCc2ccccc2)CC1	-3%
134	COc1cccc(-c2nnc(SCC(=O)N3CCCc4ccccc43)o2)c1	-1%
135	Nc1ccc(Cc2ccc(N)cc2)cc1	10%
136	CN(C)c1ccc(NC(=O)CSc2nc3ccccc3c(=O)n2C2CCCCC2)cc1	-1%
137	O=C(NCCC1=CCCCC1)C1CCN(Cc2cnn(-c3ccccc3)c2-n2cccc2)CC1	-4%

Screening data: PubChem, National Center for Advancing Translational Sciences (NCATS)
